Vc quorum ag = inducers of Vibrio cholerae quorum light production without autoinducers, primary screen, BH1578 luxS cqsA deficient, single point; activation, % at 18.7 µM; 350,000 compounds, 0.16% hits; V. cholerae BH1578 lux reporter, luminescence, 6 h; in the data active = activation mostly above about 9.7%, no sharp cut-off; inconclusive = no clear call, values can overlap the other calls; inactive = mostly below about 3.7%; note: not every result past the cut was called active; inactives centre near 0; reference of the scale not given here
Anthrax LF prot = Bacillus anthracis LF protease inhibitors, primary screen, biochemical, multiplex microsphere, MLPCN library; multiplex microsphere protease cleavage assay; inhibition, % at 10 µM; 360,000 compounds, 0.12% hits; AID 588501, 2011; note: plate controls were buffer without enzyme for full effect and enzyme alone for no effect
Target sequence (P15917 whole entry, looked up): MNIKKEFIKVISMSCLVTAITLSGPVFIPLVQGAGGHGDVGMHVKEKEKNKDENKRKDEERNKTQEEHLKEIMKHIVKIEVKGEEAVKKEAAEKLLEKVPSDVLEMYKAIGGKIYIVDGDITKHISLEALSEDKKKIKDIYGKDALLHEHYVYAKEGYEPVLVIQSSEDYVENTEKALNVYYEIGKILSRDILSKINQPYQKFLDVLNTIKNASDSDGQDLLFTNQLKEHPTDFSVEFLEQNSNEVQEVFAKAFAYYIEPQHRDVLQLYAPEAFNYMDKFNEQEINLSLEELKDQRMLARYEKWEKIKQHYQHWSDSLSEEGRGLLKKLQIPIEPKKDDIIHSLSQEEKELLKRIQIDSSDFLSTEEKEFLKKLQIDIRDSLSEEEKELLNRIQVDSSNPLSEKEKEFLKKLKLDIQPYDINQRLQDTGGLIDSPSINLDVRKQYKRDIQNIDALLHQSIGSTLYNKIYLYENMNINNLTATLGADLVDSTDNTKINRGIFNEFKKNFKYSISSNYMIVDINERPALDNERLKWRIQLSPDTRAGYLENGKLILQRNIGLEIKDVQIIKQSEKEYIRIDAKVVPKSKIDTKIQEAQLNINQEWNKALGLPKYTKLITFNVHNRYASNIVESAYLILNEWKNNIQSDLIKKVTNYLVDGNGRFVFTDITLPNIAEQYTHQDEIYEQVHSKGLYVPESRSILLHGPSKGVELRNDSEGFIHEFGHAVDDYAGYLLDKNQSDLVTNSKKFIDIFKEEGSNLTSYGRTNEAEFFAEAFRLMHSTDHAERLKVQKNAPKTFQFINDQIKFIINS
SARS 3CLpro inh = SARS-CoV 3CLpro protease inhibitors, primary screen, biochemical, quenched FRET | Replicase polyprotein 1ab (Severe acute respiratory syndrome coronavirus), P0C6X7 | inhibition, % at 6 µM | recombinant SARS-CoV 3CLpro, quenched FRET peptide cleavage | AID 1706, 2009 | 290,000 compounds, 0.14% hits; in the data active = inhibition above about 12%
PfHsp40 rescue = rescue of yeast from PfHsp40 toxicity, primary screen, S. cerevisiae, ATP luminescence; S. cerevisiae expressing PfHsp40, growth rescue; growth rescue, % at 12.5 µM; 340,000 compounds, 0.68% hits; AID 504582, 2011; in the data active = growth rescue above about 28%, passing the limit was not always enough; inconclusive = no clear call, values can overlap the other calls;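 note: yeast W303a lacking pdr1 and pdr3 grown in galactose medium; growth measured after three days at 30 °C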
BoNT A protease = BoNT/A light chain protease inhibitors, primary screen, biochemical, flow cytometry, MLPCN library; multiplex microsphere protease substrate cleavage; 360,000 compounds, 0.17% hits; inhibition, % at 10 µM; AID 588499, 2011; note: plate controls were buffer without enzyme for full effect and enzyme alone for no effect
PrPC surface inh = inhibitors of human cell surface prion protein PrPC, primary screen, cell-based, TR-FRET | Major prion protein (Homo sapiens), P04156 | TR-FRET read-out | inhibition, % at 13.8 µM | 370,000 compounds, 0.43% hits; in the data active = inhibition above about 24%; note: 0% = median of the test wells and 100% = reference compound wells
PriA SSB inh = inhibitors of Klebsiella pneumoniae PriA binding to SSB C-terminal tail, primary screen, biochemical, AlphaScreen | 430,000 compounds, 0.6% hits | AlphaScreen SSBct-PriA binding, biotinylated peptide | PriA–SSB C-terminal tail interaction (Klebsiella pneumoniae) | inhibition, % at 33 µM; in the data active = inhibition mostly above about 37%, no sharp cut-off; inactive = mostly below about 20%;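 note: plate controls were negative control peptide for no effect and reference peptide for full effect; strong numbers were not always called active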
Y pestis TopoI = Yersinia pestis topoisomerase I inhibitors, primary screen, biochemical, cleavage product accumulation, plate reader, single point. Y. pestis Topo-I cleavage product accumulation. activity, % at 10 µM. 360,000 compounds, 0.064% hits; in the data active = activity above about 50%, passing the limit was not always enough; inconclusive = no clear call, values can overlap the other calls; note: inactives centre near 2
TcdB inh = TcdB glycohydrolase inhibitors, primary screen, biochemical, single point, plate reader; 350,000 compounds, 0.24% hits; TcdB glycohydrolase enzymatic assay; Toxin B (Clostridioides difficile), P18177; inhibition, % at 9.99 µM; in the data active = inhibition above about 10%
* hit, by the source's call; i = inactive; u = inconclusive; x = not tested or not shown; & = joins results of further samples. Cut-off read from the data, not from the text of the source, unless noted: active = inhibition above about 30%; inconclusive = no clear call, values can overlap the other calls; inactive = below that. A portion of the library, so the mix of outcomes need not match the whole.

| compound | Vc quorum ag | Anthrax LF prot | SARS 3CLpro inh | PfHsp40 rescue | BoNT A protease | PrPC surface inh | PriA SSB inh | Y pestis TopoI | TcdB inh |
| --- | --- | --- | --- | --- | --- | --- | --- | --- | --- |
| O=c1oc2ccccc2c(O)c1Cc1cc(Cl)c2cccnc2c1O | i | -6 | 7 | u | -1.0 | -6 | -6 | 3 | -0.1 |
| CC(C)(CNC(=O)CC1C(=O)NCCN1Cc1cccc(F)c1)N1CCOCC1 (stereo unspecified) | i | -2 | -3 | -0.3 | -1.0 | -8 | -21 | -2 | 4.3 |
| Cc1onc(-c2c(F)cccc2Cl)c1C(=O)OCC(=O)N(C)c1ccccc1 | i | -9 | x | x | 0.5 | 4 | x | -8 | 0.9 |
| Cc1ccc(C)c(NC(=O)c2ccc3c(c2)CCN3S(C)(=O)=O)c1 | -0.5 | -8 | x | x | 0.0 | -1 | x | 7 | -0.1 |
| CC(=O)c1ccc(N(C(=O)CS(=O)CC(=O)Nc2ccc(F)cc2)C(C(=O)NC2CCCCC2)c2cccs2)cc1 (stereo unspecified) | 3.4 | -1 | 0 | -0.9 | 0.6 | -2 | 1 | 3 | -0.1 |
| CC(=O)c1cn(CC(=O)Nc2ccccc2C)c2ccccc12 | i | -4 | -4 | 2.1 | 0.3 | 11 | -25 | -2 | x |
| COc1ccc(-c2cc(C(=O)Nc3ccc(OC)cc3OC)no2)cc1 | -0.5 | -16 | 2 | x | -2.9 | -2 | 2 | 1 | 0.5 |
| CS(=O)(=O)N1CCC(Oc2cccc(C(=O)NCCCOc3cccnc3)c2)CC1 | -0.3 | 2 | 3 | 0.4 | -1.4 | 6 | -5 | -3 | -0.1 |
| CCOc1cccc(-c2cc(C(=O)Nc3ccon3)c3ccccc3n2)c1 | -0.6 | 0 | 2 | -0.7 | -2.1 | -2 | -9 | -5 | 1.7 |
| Cc1cccc(-c2n[nH]c(S(C)(=O)=O)c2C#N)c1 | -0.5 | -4 | -2 | 0.7 | 0.2 | -3 | 7 | -9 | 3.9 |
| CCCC(=O)n1nc(-c2ccc(Cl)cc2)nc1SC | -0.4 | -4 | 0 | -1.7 | -1.1 | 1 | 3 | 7 | x |
| O=[N+]([O-])c1ccccc1/C=N/NC1=NCCCCC1 | -3.4 | 2 | -1 | -1.6 | -0.8 | -12 | x | -9 | 2.0 |
| CCOC(=O)N1CCC(NC(=O)C2CCN(S(=O)(=O)c3cccs3)CC2)CC1 | -0.3 | -2 | 4 | -0.3 | 1.0 | 8 | -17 | 4 | x |
| CCOCCCNC(=O)C(NC(=O)c1ccc2c(c1)OCO2)c1ccc(Cl)cc1 (stereo unspecified) | i | -2 | 3 | 0.6 | -0.5 | 2 | 10 | 6 | 0.6 |
| O=C(c1ccccc1)N(C(=O)c1ccccc1)N1CCCC1 | i | 7 | x | -1.7 | 0.3 | -3 | -18 | 7 | 0.2 |
| Cc1ccc(S(=O)(=O)NC(CC(=O)NCC2CCCO2)c2ccco2)cc1 (stereo unspecified) | 0.5 | -2 | 5 | 0.4 | -0.3 | 6 | -6 | -9 | x |
| CCOC(=O)c1c(C)n(C)c2ccc(OC(=O)c3ccco3)cc12 | i | -4 | 0 | -0.4 | -0.1 | -2 | -9 | 25 | x |
| Cc1cc(C)n(-c2ccccc2C#N)n1 | 0.2 | 3 | -7 | 0.6 | 1.6 | -4 | -1 | 6 | 0.0 |
| Cc1ccc(C)c(NC(=O)c2cc3c([nH]c4ccccc43)c(C)n2)c1 | i | -9 | -4 | -0.2 | -0.6 | -5 | -21 | 7 | x |
| CCOC(=O)c1ccc(NC(=O)CSc2nc(=O)n(CCN3CCOCC3)c3c2CCC3)cc1 | i | 6 | x | -0.1 | 9.0 | -3 | -2 | 9 | -0.2 |
| Cn1c(=NC(=O)COc2ccccc2)sc2ccccc21 | -0.5 | -8 | -2 | 1.4 | -0.2 | -19 | 5 | 3 | 0.6 |
| O=c1c2ccccc2nnn1COc1ccc(Cl)cc1Br | i | -2 | 7 | -0.6 | -0.1 | -5 | 5 | -2 | 0.8 |
| NNC(=O)CNC(c1ccccc1)c1cc(Cl)ccc1NC(=O)c1ccccc1 (stereo unspecified) | -3.8 | -5 | 6 | -2.2 | -3.6 | -3 | -5 | -4 | 1.1 |
| Cc1ccc(-c2cccc(C(=O)NCc3ccccc3)n2)c2ccccc12 | i | 6 | -3 | -1.0 | 0.2 | 7 | -5 | -13 | -0.2 |
| Cc1ccccc1Cn1ccc(NC(=O)c2nn(C)cc2[N+](=O)[O-])n1 | i | -1 | 0 | 0.9 | -0.9 | 9 | -11 | -2 | 1.5 |

Whole records, looked up by structure. Screens in order: Vc quorum ag, Anthrax LF prot, SARS 3CLpro inh, PfHsp40 rescue, BoNT A protease, PrPC surface inh, PriA SSB inh, Y pestis TopoI, TcdB inh
Cc1cccc(-c2n[nH]c(S(C)(=O)=O)c2C#N)c1 reads -0.5, -4, -2, 0.7, 0.2, -3, 7, -9, 3.9
Cc1ccc(-c2cccc(C(=O)NCc3ccccc3)n2)c2ccccc12 reads i, 6, -3, -1.0, 0.2, 7, -5, -13, -0.2

(list continues)
| compound | Vc quorum ag | Anthrax LF prot | SARS 3CLpro inh | PfHsp40 rescue | BoNT A protease | PrPC surface inh | PriA SSB inh | Y pestis TopoI | TcdB inh |
| --- | --- | --- | --- | --- | --- | --- | --- | --- | --- |
| O=C1NCCN/C1=C\C(=O)c1cccc(Br)c1 | -0.4 | -7 | 3 | -1.5 | 0.9 | -15 | x | -5 | 2.1 |
| COc1c2ccoc2nc2c(OC)c(OCC(OC(C)=O)C(C)(C)O)ccc12 (stereo unspecified) | -0.3 | 4 | -3 | -0.2 | -0.3 | -8 | -10 | 5 | 1.1 |
| CN(C(=O)COC(=O)c1nc(-c2ccccc2)n(-c2ccccc2)n1)C1CCS(=O)(=O)C1 (stereo unspecified) | -2.1 | -2 | -2 | -0.2 | 0.2 | 6 | -19 | -6 | x |
| CCN(C(=S)NC(=O)Cc1ccc(OC)cc1)c1ccccc1 | -0.5 | -3 | x | -0.6 | 2.1 | 1 | -5 | 5 | 0.3 |
| O=C1NC(=O)N(c2ccccc2F)C(=O)/C1=C/c1ccc(Oc2ccc([N+](=O)[O-])cn2)cc1 | x | -1 | 4 | -1.9 | 0.1 | -15 | 1 | 9 | -0.1 |
| Cc1onc(-c2ccccc2)c1C(=O)OCCOc1ccc([N+](=O)[O-])cc1[N+](=O)[O-] | i | 2 | 6 | -0.7 | -4.0 | -11 | -2 | -2 | -0.7 |
| COc1ccc(NC(=O)/C(=C\c2ccc(OC)c(OC)c2)NC(=O)c2ccco2)cc1 | -1.3 | -6 | 4 | -2.2 | -3.5 | -10 | -2 | -6 | 0.6 |
| COc1ccc(OC)c(NC(=O)Nc2cccc3ccccc23)c1 | i | -4 | 6 | 0.0 | 0.2 | 13 | -2 | -7 | x |
| Nc1[nH]c(N=NC(=O)c2ccc(F)cc2)c2ccccc12 | 3.4 | 2 | 1 | 0.1 | 0.8 | -8 | 2 | 1 | 5.7 |
| CCc1c(C)nc2[nH]ncn2c1=O | i | -5 | x | -2.0 | -0.4 | -2 | 1 | 5 | 1.9 |
| COc1ccc2cc(C(=O)N(C)Cc3ccccc3)[nH]c2c1 | -0.3 | 0 | 2 | -1.9 | 2.2 | -7 | -13 | 2 | 1.1 |
| CC(C)(C)c1ccc(CC(=O)N2CCC2(C)C(=O)NS(=O)(=O)c2ccc(F)cc2F)cc1 (stereo unspecified) | 1.2 | -8 | x | x | -1.1 | 2 | x | -4 | 0.0 |
| CCOc1cc(-c2c(C)c(CC)nc(N)c2C#N)ccc1O | 1.0 | 1 | -2 | 0.5 | -0.2 | -2 | 9 | -3 | x |
| OCCN1CCN(c2ncnc3c2ncn3[C@H]2CN(Cc3cccs3)C[C@@H](CO)O2)CC1 | -0.4 | 4 | x | x | -0.3 | -7 | x | -2 | -0.8 |
| CCOc1ccc(C(=O)NCC(=O)NCCOc2ccc(C)cc2)cc1 | -2.0 | 0 | 2 | -0.3 | -0.4 | -9 | 11 | 12 | -0.5 |
| O=S(=O)([O-])CCC[n+]1ccc(Oc2ccccc2)cc1 | i | -19 | -3 | -0.3 | -3.7 | 1 | -12 | -4 | -0.2 |
| O=C(Nc1nccs1)c1ccc(S(=O)(=O)NCc2cccs2)cc1 | i | 4 | 3 | 1.8 | -0.4 | 2 | 4 | 0 | 0.8 |
| Oc1ccc(-c2nccc(-c3ccc(Br)cc3)n2)cc1 | -0.9 | -2 | 2 | 1.9 | -4.0 | 5 | -14 | 0 | -1.0 |
| COc1ccc(S(=O)(=O)N2CCCCCC2)cc1C(=O)NCCc1ccccc1 | i | x | x | 3.3 | x | 4 | -9 | 24 | 0.1 |
| COC(=O)c1c(-c2cccc3ccccc23)csc1NC(=O)Cc1ccc(OC)c(OC)c1 | i | -5 | 2 | 1.0 | 1.3 | 18 | -9 | 1 | x |
| O=C(NC1CCCCC1)c1ccc(CS(=O)(=O)Cc2ccccc2F)o1 | i | 7 | 2 | -2.0 | -0.4 | 1 | -2 | 4 | x |
| O=C1N=NC(=O)N1c1ccccc1 | -0.3 | -2 | -4 | -1.6 | 0.0 | -1 | -11 | 0 | 1.3 |
| CCS(=O)(=O)NCc1nnc2n1-c1ccc(Cl)cc1C(c1ccccc1)=NC2 | -0.6 | -4 | -2 | -1.9 | -1.7 | 2 | 6 | -8 | x |
| CC(C(=O)Nc1cccc([N+](=O)[O-])c1)N1CCN(C/C=C/c2ccccc2)CC1 (stereo unspecified) | -0.4 | -1 | -5 | -0.6 | 0.7 | -14 | 14 | 9 | x |
| CN(Cc1ccccc1)C(=O)C1CCN(S(=O)(=O)c2ccc3nc4c(c(C(=O)O)c3c2)CCCC4)CC1 | 1.1 | -2 | 0 | 1.0 | -1.1 | -5 | 4 | 11 | 0.2 |
| CNC(=O)c1sccc1SCc1c(Cl)cccc1Cl | -0.1 | -2 | 3 | 0.9 | -0.7 | 9 | -2 | 22 | x |
| CC(=O)Nc1ccc(S(=O)(=O)N2CCC(Oc3ccc(-n4cnnn4)cc3)CC2)cc1 | 3.8 | 0 | -1 | -0.7 | 0.3 | 1 | 0 | 1 | -6.1 |
| Cc1ccc(S(=O)(=O)N(CC(=O)N2CCC(C)CC2)Cc2ccccc2F)cc1 | -0.5 | -3 | 5 | -0.3 | 0.0 | -3 | -11 | 15 | x |
| COc1ccc(CN(C)C[C@@H]2OCc3cnnn3CCCC(=O)N([C@@H](C)CO)C[C@H]2C)cc1 | -2.3 | 1 | x | x | 0.2 | -5 | x | 3 | 0.9&-0.7 |
| CCCCN(C(=S)NC(=O)c1ccccc1)c1c(N)n(Cc2ccccc2)c(=O)[nH]c1=O | i | -2 | 6 | 0.7 | -0.1 | 1 | -3 | 4 | 1.9 |
| CCCNC(=O)NC(=O)CN1C(=O)NC(C)(c2ccc3ccccc3c2)C1=O (stereo unspecified) | -0.4 | 0 | 5 | 0.1 | 0.5 | -3 | -14 | 10 | 0.3 |
| COc1ccc(NC(=O)CC2C(=O)N(c3cccc(OC)c3)C(=O)N2Cc2ccco2)cc1 (stereo unspecified) | -0.3 | -7 | 5 | -0.9 | 0.3 | 3 | 7 | -1 | 0.9 |
| Cc1cccnc1 | -0.4 | -2 | x | -1.6 | -0.7 | 7 | -1 | 2 | -1.7 |
| CCc1nn(CC(=O)N2CCN(c3ccc(F)cc3)CC2)c(=O)c2cc3occc3n12 | -0.2 | -2 | 3 | 0.1 | 0.6 | -7 | -2 | 3 | 0.9 |
| O=C(NCCc1ccccc1)C1CCC(CNc2nc(=S)[nH]c3ccccc23)CC1 (stereo unspecified) | -0.3 | 0 | 0 | -1.7 | -0.3 | 6 | 12 | 7 | x |
